Assay outcomes as filed in PubChem.
KLF5 inh = suppresses KLF5 promoter-driven expression; DLD-1 KLF5 promoter-luciferase reporter, luminescence; inhibition, % at 5 µM; 290,000 tested, 0.23% active; AID 1700;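 active = inhibition above a per-plate limit of that plate's mean compound inhibition plus 3 SD, cut at about 60% in these data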;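 also: 0% = DMSO wells and 100% = LY294002 at 200 µM; higher means less KLF5 promoter-driven luciferase light; inactives centre near -14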
HSF1 inh = HSF1 inhibition. activity change, negative = inhibition, % at 7.5 µM (by protocol). 300,000 tested, 0.77% active. NIH3T3-HGL HSE-luciferase, MG132-induced, luminescence 8 h; active compounds read low;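 active = more than half of replicate wells show activity change below -50%, luminescence cut by over half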;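 also: luciferase reports HSF-1 transcriptional activity via heat shock element; 0% = median of DMSO wells and -100% = zero luminescence signal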
GSK3A inh = human GSK-3 alpha kinase inhibition. ADP-Glo luminescence, 60 min. inhibition, % at 10 µM. 320,000 tested, 0.1% active;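 in the data active = inhibition above about 50%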;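 also: GST-tagged GSK-3 alpha with peptide substrate and 25 µM ATP; 0% = DMSO neutral wells and 100% = GW8510 positive control wells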
Target sequence (P49840 whole entry, looked up): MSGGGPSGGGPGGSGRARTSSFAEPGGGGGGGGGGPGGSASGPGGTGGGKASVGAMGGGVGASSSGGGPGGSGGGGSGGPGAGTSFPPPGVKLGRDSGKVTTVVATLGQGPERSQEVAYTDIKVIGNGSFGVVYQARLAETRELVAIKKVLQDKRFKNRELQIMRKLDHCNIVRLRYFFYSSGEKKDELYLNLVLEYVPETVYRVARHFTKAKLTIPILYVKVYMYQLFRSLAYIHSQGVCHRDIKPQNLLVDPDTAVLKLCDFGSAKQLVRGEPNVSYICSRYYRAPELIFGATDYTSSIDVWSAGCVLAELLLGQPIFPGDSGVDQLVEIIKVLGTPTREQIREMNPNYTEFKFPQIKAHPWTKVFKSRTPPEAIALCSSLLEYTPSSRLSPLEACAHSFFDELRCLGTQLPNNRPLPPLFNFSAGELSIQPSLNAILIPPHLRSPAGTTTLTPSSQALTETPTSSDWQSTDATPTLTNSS
aSyn 5UTR inh = 5' untranslated region of α-synuclein, MLPCN primary screen | alpha-synuclein 5'UTR reporter, inhibitor activity | inhibition, % (tested at 7.5 µM) | 300,000 tested, 0.82% active | AID 1813; in the data active = inhibition above about 60%;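 also: H4 neuroglioblastoma cells stably carrying SNCA 5'UTR luciferase fusion; 0% = DMSO wells and 100% = positive control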
GSK3B inh = human GSK3beta kinase inhibition | P49841 | GST-GSK3beta kinase, ADP-Glo luminescence, 60 min; active compounds read low | activity score (negative = inhibition), % at 10 µM | 300,000 tested, 0.038% active;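 active = more than half of replicate wells score below -50%, meaning over 50% inhibition versus plate controls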;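 also: 0% = median DMSO wells and -100% = median GW8510 positive control wells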
Target sequence (P49841 whole entry, looked up): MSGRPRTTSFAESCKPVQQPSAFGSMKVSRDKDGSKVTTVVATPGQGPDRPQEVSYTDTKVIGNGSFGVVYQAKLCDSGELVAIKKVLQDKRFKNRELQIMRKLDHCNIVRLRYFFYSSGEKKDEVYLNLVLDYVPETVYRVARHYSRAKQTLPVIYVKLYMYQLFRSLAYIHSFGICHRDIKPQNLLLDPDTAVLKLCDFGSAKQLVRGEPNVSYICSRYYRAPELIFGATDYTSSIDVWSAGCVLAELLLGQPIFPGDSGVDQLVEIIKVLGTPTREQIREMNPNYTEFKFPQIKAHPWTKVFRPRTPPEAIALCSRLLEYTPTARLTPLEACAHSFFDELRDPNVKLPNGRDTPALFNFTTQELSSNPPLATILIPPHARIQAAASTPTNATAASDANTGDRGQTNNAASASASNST
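Assay system: GST-fused GSK3beta enzyme, cell-free / Medium: Tris pH 7.5 buffer with MgCl2, DTT, BSA, heparin / Also added: peptide substrate plus 25 µM ATP (final) / Compound: 10 µM single point / Timing: kinase reaction with compound 60 min at room temperature / Detection: ADP-Glo luminescence / Benchmarks: DMSO neutral wells and GW8510 at 20 µM as positive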
Dyrk1A ADPGlo = inhibitors of rat Dyrk1A kinase; ADP-Glo luminescence, NFATc1 peptide; inhibition, % at 12.5 µM; 310,000 tested, 0.43% active; AID 504441; in the data active = inhibition above about 50%;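 also: plate controls were vehicle with enzyme for no effect and no enzyme for full effect; many of its hits are not listed in these tables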
HSP90 inh = blocks HSP90-mediated luciferase refolding in reticulocyte lysate; Rabbit reticulocyte lysate, luciferase refolding luminescence, 3 h; inhibition, % at 5.6 µM; 290,000 tested, 0.91% active; AID 1789;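 active = inhibition above the screen-wide mean plus 3 SD, computed separately per campaign, cut at about 16% in these data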;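 also: 0% = DMSO wells and 100% = 60 µM geldanamycin wells; inhibitors lower the luminescence because luciferase stays unfolded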
HSF1 activator = increases HSF-1 driven luciferase reporter signal | NIH3T3-HGL HSF-1 luciferase reporter, MG132, 8 h; 100% = twice DMSO control signal | activation, % at 9 µM | 300,000 tested, 1.7% active;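 active = mean replicate activation of at least 50% with a set share of replicates each reaching 50%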;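 also: 0% = median of the neutral control wells and 100% = twice that signal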
Platelet DG rel = platelet dense granule release activity; inhibition, %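 (compounds screened at 7.5 µM in platelet-rich plasma)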; human platelet-rich plasma, SFLLRN dense granule ATP release, luminescence; 300,000 tested, 0.22% active;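 active = mean replicate score, as percent of positive control, at or above 50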
IEC-6 cytotox = IEC-6 cytotoxicity, counter-screen for KLF5 inhibitors; inhibition, % at 5 µM; luminescence viability; 290,000 tested, 0.78% active; in the data active = inhibition above about 22%;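 also: 0% = plate median of test compound wells and 100% = cytotoxic reference compound wells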
Starred values were filed as active, the others as inactive; nt = not tested or not shown. This is a subset (hit frequency here may not be typical).

SMILES	KLF5 inh	HSF1 inh	GSK3A inh	aSyn 5UTR inh	GSK3B inh	Dyrk1A ADPGlo	HSP90 inh	HSF1 activator	Platelet DG rel	IEC-6 cytotox
Cc1ccc2c(c1)c1nnc(SCC(=O)Nc3cccc(Cl)c3C)nc1n2CC(=O)O	-8	5	0	-15	0	-7	-2	13	0	-7
CCc1nc(-n2[nH]c(=O)c3ccccc3c2=O)c2c3c(sc2n1)CCCC3	-24	2	-7	16	1	-6	1	8	-1	11
O=C(NC1CCN(Cc2ccccc2Cl)CC1)c1ccccc1	-6	-3	-1	0	1	-3	2	-14	0	1
Cc1ccc(-c2nc3cccnc3s2)cc1NS(=O)(=O)c1ccc2c(c1)CCCC2	1	11	-5	-2	-2	-1	2	20	-2	1
CC1(C)CC(=O)C(C=NCCCO)=C(O)C1	0	-4	-3	-25	1	0	4	-4	-1	1
CCc1ccc(OCC(=O)N(C)CCC#N)c(Br)c1	-6	0	-1	-13	0	14	0	23	-1	11
COc1ccccc1-c1cc(C(=O)NCCN2CCOCC2)no1	0	-10	nt	-1	2	7	4	7	2	-2
COc1ccc(-c2ccc(CCC(=O)O)n2NC(=O)c2ccc(C(C)(C)C)cc2)cc1	-19	-6	-1	16	4	3	-6	-8	3	-7
CC1CCCN(CC(O)COc2ccc3c(c2)OCO3)C1 (centres undefined)	-11	0	-1	-1	4	1	4	-3	-8	3
CC(C)CN(CCOc1cccc(N2C(=O)C3=C(CCCC3)C2=O)c1)CC(C)C	-32	-6	0	13	0	-9	-4	-7	-5	-4
Cc1c(C(=O)NCCN2CCCC(O)C2)oc2c(F)cccc12 (centres undefined)	-36	4	-1	8	1	-2	2	-5	-8	0
O=C(NCCCn1ccnc1)/C(=C\c1cccs1)NC(=O)c1cccs1	8	-10	-1	-35	0	-2	2	1	2	-3
CC1CCC(N2CCN(c3ccc([N+](=O)[O-])cc3)CC2)CC1 (centres undefined)	-28	3	-6	-35	2	nt	-4	-3	2	2
Cc1cc(=O)oc2cc(NS(=O)(=O)c3ccc(F)cc3)ccc12	9	-2	-1	-9	5	-1	3	-25	1	4
COCCN(C(=O)CCc1nnc(CCc2c[nH]c3ccccc23)o1)C(C)C	-14	0	-1	0	-1	0	-3	0	-3	-1
CCOC(CCNC(=O)c1cc2c(=O)[nH]c3ccccc3c2s1)OCC	-13	-4	-3	11	0	-3	0	-6	2	-1
O=C(OCC(=O)N1CCCC1)c1cccc(Br)c1	-10	3	-1	-61	0	1	-2	3	1	-9
COc1ccc(NC(=O)CSc2nnc(Cc3cccn3C)n2CCc2ccccc2)cc1OC	-2	5	0	3	1	3	1	5	-3	0
COC(=O)[C@H](Cc1ccccc1)NC(=O)[C@@]1(C)C[C@@H]1[C@@H](NC(=O)OCc1ccccc1)c1ccccc1	-5	13	0	13	2	0	1	14	0	1
COC(=O)CCP(=O)(O)Cc1ccccc1CP(=O)(O)CCC(=O)OC	-17	-6	-3	-19	-1	-6	-1	1	-6	3
NC1=NC(=O)/C(=C/c2ccccc2OS(=O)(=O)c2ccccc2)S1	-2	-7	1	-35	5	-4	-1	4	28	3
O=C1CCCC2=C1C(c1cccs1)n1ncnc1N2 (centres undefined)	-22	7	7	9	4	0	-2	-9	1	-8
CCOc1ccc(N(CC(=O)N2CCCC2)S(=O)(=O)c2c(C)noc2C)cc1	-47	1	-1	15	1	0	-1	-2	6	-1
COCCCn1c(SCC(=O)Nc2sc3c(c2C#N)CCCC3)nnc1-c1ccncc1	-27	-1	-1	10	1	2	-5	11	-12	2
O=C(/C(=N\Nc1ccc(Br)cc1)Sc1nnnn1-c1ccccc1)c1ccccc1	-16	15	-4	-12	-1	-1	-6	34	2	3
Next structures
SMILES	KLF5 inh	HSF1 inh	GSK3A inh	aSyn 5UTR inh	GSK3B inh	Dyrk1A ADPGlo	HSP90 inh	HSF1 activator	Platelet DG rel	IEC-6 cytotox
COc1cccc(-c2nc(NC3CCCC3)c3ccccc3n2)c1O	-13	-5	-1	6	-4	0	-2	1	4	-1
Cc1cc(C)c2c(-n3cccc3)c(NC(=O)OC(C)C)sc2n1	-20	nt	4	nt	3	6	5	nt	nt	0
Clc1cccc(Cl)c1Cn1nnc(N2CCCC2)n1	-26	-3	-1	-64	-8	7	0	17	9	0
CCOC(=O)c1c(C)[nH]c(C(=O)COC(=O)C23CC4CC(CC(Cl)(C4)C2)C3)c1C	-4	7	-2	5	-1	-9	2	20	5	1
N#Cc1nc(-c2ccco2)oc1NCc1ccco1	-31	4	3	-15	-3	10	3	9	-8	-3
CCOC(=O)Cc1csc(NC(=O)CN2C(=O)c3ccccc3C2=O)n1	-4	2	0	-5	2	nt	1	13	-3	-4
CC(O)[C@H]1CN=C(N)N1CC(C)(C)C (some centres undefined)	nt	-2	-3	-20	2	2	nt	-10	-3	nt
Cc1cccc(C(=O)CC(=O)c2cc(Cl)ccc2O)c1	-50	11	0	64*	1	6	-2	24	4	0
CC(C)N(CCNC(=O)C1CCN(S(=O)(=O)N2CCOCC2)CC1)Cc1ccccc1	-14	-7	-4	0	3	-4	-3	10	-7	-2
O=C(CSc1ncnc2nc[nH]c12)N1CCN(c2ccccc2)CC1	-8	0	1	7	0	3	3	3	0	5
Cc1oc(C(C)(C)C)cc1C(=O)Nc1cccc(C(=O)O)c1	-134	10	-5	-114	-2	2	10	13	10	-2
COc1ccccc1CNC(=O)[C@H](C)NC(=O)C1CCN(C(=O)[C@@H](N)Cc2ccccc2)CC1	-15	-1	-3	10	6	3	-3	-13	14	8
Cc1cccc(NC(=S)N2CCC(c3nc4ccccc4o3)CC2)c1	-10	-2	-1	40	-2	4	0	-3	2	-3
O=C1c2ccccc2NC(c2cccnc2)N1c1ccccc1F (centres undefined)	-6	-1	1	-8	-2	1	-1	-11	-23	5
O=C(c1ccc(N2CCCCC2)c([N+](=O)[O-])c1)N1CCN(S(=O)(=O)c2ccccc2)CC1	nt	-3	0	4	-1	6	nt	-2	-18	nt
Cc1nc2ccccc2c2oc(C(=O)NCC3COc4ccccc4O3)cc12 (centres undefined)	-27	-8	2	-12	0	24	-2	-4	3	5
Cc1ccc(C2(C)NC(=O)N(CC(=O)c3ccc(Cl)s3)C2=O)cc1 (centres undefined)	17	-7	0	6	-3	-2	4	-14	14	-5
Cc1onc(-c2ccccc2)c1C(=O)NC(=S)Nc1sc2c(c1C#N)CCC(C)C2 (centres undefined)	-3	6	-3	-21	1	5	5	37	-9	-1
COc1cccc2c1OC1(CCN(C(C)C)CC1)N1N=C(c3cccnc3)CC21 (centres undefined)	-5	15	0	-78	1	2	-2	28	12	-2
COC(=O)CC1=NN(c2ccc(OC)cc2)C(=O)/C1=C\c1ccc(Cl)cc1	14	0	-1	17	0	-2	-4	3	23	-1
O=C(NCc1ccccc1)C(=O)NCC1OCCN1S(=O)(=O)c1ccc([N+](=O)[O-])cc1 (centres undefined)	-13	-1	-1	4	-6	-3	3	1	1	3
O=C(CN(c1ccccc1)S(=O)(=O)c1ccccc1)NCCSCc1ccco1	-8	8	-4	20	7	-4	-1	11	nt	-2
Cc1ccn2c(C(=O)NNC(=O)Nc3ccc(Cl)cc3)c(C)nc2c1	2	nt	nt	nt	-3	24	4	nt	nt	2
CCOc1ccc(/C=C2\SC(=S)N(CCC(=O)Nc3ccccc3C(=O)O)C2=O)cc1	9	-29	-3	-4	5	-4	1	-43	2	-2
Cc1cc(C)n(C(=O)CCCCCC(=O)n2nc(C)cc2C)n1	-36	-6	-1	16	-5	-3	-2	-8	-2	1

Overlap with the part before: 3 entries, then new ones.
SMILES	KLF5 inh	HSF1 inh	GSK3A inh	aSyn 5UTR inh	GSK3B inh	Dyrk1A ADPGlo	HSP90 inh	HSF1 activator	Platelet DG rel	IEC-6 cytotox
Cc1ccn2c(C(=O)NNC(=O)Nc3ccc(Cl)cc3)c(C)nc2c1	2	nt	nt	nt	-3	24	4	nt	nt	2
CCOc1ccc(/C=C2\SC(=S)N(CCC(=O)Nc3ccccc3C(=O)O)C2=O)cc1	9	-29	-3	-4	5	-4	1	-43	2	-2
Cc1cc(C)n(C(=O)CCCCCC(=O)n2nc(C)cc2C)n1	-36	-6	-1	16	-5	-3	-2	-8	-2	1
C/C(=N\Nc1c(F)c(F)c(Br)c(F)c1F)c1ccncc1	-11	-2	-1	10	1	5	-3	2	11	6
COc1ccc(Cl)cc1N=Cc1c(O)cc(C)oc1=O	3	0	1	4	1	2	-1	6	1	-3
CC(C)(C)c1ccc(C(=O)O/N=C(\N)c2ccccn2)cc1	89*	-89*	6	94*	-2	0	73*	-90	29	-2
CCOC(=O)C1=NNC2(CC(=O)N(c3cccc(C)c3)C2=O)C1 (centres undefined)	-1	-12	-1	10	-3	4	2	-5	-22	5
CC(=O)c1cccc(NS(=O)(=O)c2ccc3c(c2)N(C(C)=O)CCO3)c1	-33	13	-1	-70	-1	-2	6	20	4	3
Cc1ccc(OCC(=O)Nc2ccccc2C(=O)N2CCCC2)cc1	-20	-4	-1	8	5	-3	0	1	29	-1
CCC(C(=O)Nc1ncccn1)(C(F)(F)F)C(F)(F)F	3	-3	nt	-8	0	-5	0	-8	-7	3
CN(C)c1ccc(-c2cc([C@H]3[C@@H]4C=CCC[C@@]4(C)C(=O)N3Cc3ccccc3)ccc2F)cc1	nt	8	-1	10	4	-10	nt	8	2	nt
COC(=O)c1ccc(C(c2c(C)[nH][nH]c2=O)c2c(C)[nH][nH]c2=O)cc1	-38	2	-2	-1	2	0	0	-2	16	2
Cc1nnc(NC(=O)C23CC4CC(CC(C4)C2)C3)s1	-17	0	0	-33	6	-2	-1	11	4	-28
CCC(C)NC(=O)CN1C(=O)NC2(CCOc3ccccc32)C1=O (centres undefined)	0	0	0	-1	1	-5	-4	-1	-3	0
COC(=O)C1(Cc2ccccc2)NC(c2ccc(F)cc2)C2C(=O)N(C)C(=O)C21 (centres undefined)	-9	-7	-1	6	2	1	2	8	-2	1
CCN1CCN(Cc2ccc(NC(=O)c3cc(NC(=O)c4cncc(-c5ccc(C#N)cc5)c4)cc(OC)c3)cc2C(F)(F)F)CC1	nt	-46	2	14	-4	4	nt	-58	0	nt
Cc1ccc(C)c(C(=O)CCC(=O)N2CCN(c3ncccn3)CC2)c1	-14	-2	12	-41	-4	nt	2	-5	4	1
CCCCn1c(N)c(N(CCOC)C(=O)c2ccc3c(c2)C(=O)N(c2cc(C)ccc2C)C3=O)c(=O)[nH]c1=O	-21	-1	1	18	-2	-2	-3	-10	-2	-2
CSc1ccc(CNCCCN(C)C)cc1	-12	5	-5	-13	2	0	-1	1	-10	-3
O=C1CC(N(O)c2ccccc2)C(=O)N1c1cc(Cl)cc(Cl)c1 (centres undefined)	4	-10	0	-18	-1	-5	3	5	-10	-3
Cn1c(N/N=C2\CCCc3ccccc32)nc2c1c(=O)n(Cc1ccc(F)cc1)c(=O)n2C	-15	-12	nt	1	2	-1	1	10	-4	-2
CCN(CC)Cc1c(O)ccc2c(-c3ccccc3)cc(=O)oc12	-11	-13	1	20	1	-11	1	8	-3	4
Cc1scc(C(=O)NNC(=O)CCC(=O)O)c1C	-8	-3	-5	-18	9	3	1	-6	1	-4
CC(/C=N/NC(=O)c1cccnc1)=C\c1ccco1	-49	8	3	-103	2	22	2	-7	1	-1
